Screens from PubChem.
APOBEC3A inh = inhibitors of human APOBEC3A DNA deaminase. AID 493011. hit rate 0.41% among 330,000. inhibition, % at 20 µM. P31941. recombinant A3A, FAM/TAMRA ssDNA deamination fluorescence;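 active = at least 40% inhibition at 20 µM here, with at most 30% in a related deaminase screen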;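 also: plate controls were A3A with DMSO for no effect and wells lacking A3A enzyme for full effect; some results filed as inactive read as strong as hits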
Target sequence (P31941 whole entry, looked up): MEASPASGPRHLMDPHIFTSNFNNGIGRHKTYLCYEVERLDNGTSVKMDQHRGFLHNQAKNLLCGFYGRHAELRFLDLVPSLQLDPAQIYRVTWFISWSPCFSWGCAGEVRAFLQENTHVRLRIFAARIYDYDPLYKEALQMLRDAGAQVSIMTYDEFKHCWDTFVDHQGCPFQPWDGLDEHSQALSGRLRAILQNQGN
EBI2 block = EBI2 (human) antagonism. AID 651636. hit rate 0.81% among 360,000. P32249. EBI2 beta-arrestin recruitment, luminescence, 7a,25-OHC stimulated. inhibition, % at 5 µM; in the data active = inhibition above about 38%;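 also: enzyme fragment complementation signal reports receptor beta-arrestin coupling in cells; 0% = agonist plus DMSO wells and 100% = wells without agonist; some results beyond the cut were filed as inactive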
Target sequence (P32249 whole entry, looked up, the tested form may be a part): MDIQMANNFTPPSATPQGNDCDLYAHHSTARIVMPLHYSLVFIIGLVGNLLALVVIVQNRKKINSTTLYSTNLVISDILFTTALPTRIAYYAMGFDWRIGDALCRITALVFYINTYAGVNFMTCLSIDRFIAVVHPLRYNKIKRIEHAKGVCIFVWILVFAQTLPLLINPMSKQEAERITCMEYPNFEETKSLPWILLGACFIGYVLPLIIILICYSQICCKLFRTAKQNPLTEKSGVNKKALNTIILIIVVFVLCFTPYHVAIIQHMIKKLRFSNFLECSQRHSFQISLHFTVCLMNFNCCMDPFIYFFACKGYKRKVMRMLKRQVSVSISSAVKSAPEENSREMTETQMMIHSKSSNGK
A3G deaminase = blocks human APOBEC3G single-stranded DNA deamination. Q9HC16. recombinant A3G, ssDNA deamination FAM/TAMRA fluorescence. inhibition, % at 20 µM. hit rate 0.28% among 330,000. AID 493012;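 active = inhibition of at least 40% at 20 µM, with no more than 30% in the related APOBEC3A deaminase screen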;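 also: plate controls were DMSO wells with A3G for no effect and wells lacking A3G enzyme for full effect; some compounds called inactive have numbers as strong as hits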
MPTP block = permeability transition pore inhibition; isolated mouse mitochondria, Ca2+ swelling absorbance, 30 min; inhibition, % at 10 µM; AID 602449; hit rate 1.4% among 360,000;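 active = inhibition of 50% or more, scaled per plate between neutral and stimulator controls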;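 also: 0% = DMSO wells given calcium and 100% = 1 mM EGTA wells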
Gli-Sufu block = antagonists of Gli-Sufu signaling. Sufu-KO-LIGHT fibroblasts, Gli luciferase reporter luminescence. inhibition, % at 5 µM. hit rate 0.74% among 340,000;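 active = inhibition above about 55%, limit read from the data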;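 also: 0% = DMSO-treated cells and 100% = wells with medium but no cells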
NR3A LBD binder = NR3A (human) ligand-binding domain modulation | NR3A LBD differential scanning fluorimetry, Tm shift; 0% = protein alone, 100% = glycine-bound protein | Tm shift relative to glycine control, % at 25 µM | hit rate 2.5% among 340,000;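 active = melting temperature shift of at least 10% of the positive control shift, at one fixed dose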
CXCR6 inh = blocks human CXCR6 beta-arrestin recruitment | O00574 | CHO-K1 PathHunter CXCR6 beta-arrestin, luminescence | inhibition, % at 20 µM | hit rate 0.36% among 360,000 | AID 602244; in the data active = inhibition above about 34%, passing the limit was not always enough;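 also: antagonist mode with CXCL16 agonist at 10 nM final; 0% = 10 nM CXCL16 with DMSO and 100% = unstimulated wells without agonist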
CCR6 antag = blocks CCL20-driven beta-arrestin recruitment at human CCR6; P51684; CHO-K1 CCR6 PathHunter beta-arrestin, luminescence, CCL20-stimulated; inhibition, % at 20 µM; hit rate 0.49% among 340,000; AID 493098;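 active = compounds whose inhibition of the agonist-driven luminescence signal at 20 µM reaches about 50%, limit read from the data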;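 also: cells stimulated with CCL20 at 14 nM final; plate controls were DMSO with CCL20 for no effect and DMSO without agonist for full effect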
Target sequence (P51684 whole entry, looked up): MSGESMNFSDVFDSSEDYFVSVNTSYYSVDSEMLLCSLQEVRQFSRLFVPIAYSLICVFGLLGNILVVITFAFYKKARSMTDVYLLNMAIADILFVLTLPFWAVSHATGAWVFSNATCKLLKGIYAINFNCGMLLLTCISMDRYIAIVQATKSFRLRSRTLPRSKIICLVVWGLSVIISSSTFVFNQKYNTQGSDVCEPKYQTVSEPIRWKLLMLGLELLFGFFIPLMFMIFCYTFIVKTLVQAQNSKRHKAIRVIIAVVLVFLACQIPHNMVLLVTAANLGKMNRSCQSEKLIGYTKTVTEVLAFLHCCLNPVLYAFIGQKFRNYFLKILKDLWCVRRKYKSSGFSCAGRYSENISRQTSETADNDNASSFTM
* = called active by the depositor; / = not tested or not shown. No enrichment for hits. About 5.8% of those tested had a hit in this group.

Fields: APOBEC3A inh	CCR6 antag	NR3A LBD binder	MPTP block	EBI2 block	Gli-Sufu block	A3G deaminase	CXCR6 inh
CN1C(=S)SC(N(O)C(=O)Nc2cccc3ccccc23)C1(C)C (stereo not given)
  0	4	0	-3.1	3	6	12	-3
COc1ccc(CC(=O)N(C)CC(=O)Nc2ccc(F)cc2)cc1S(=O)(=O)N1CCOCC1
  -4	8	2	-1.9	-2	4	-8	2
CC(C)(C)NC(=S)NNC(=O)c1ccncc1
  -2	11	2	-0.5	1	7	1	18
CN(Cc1cn[nH]c1-c1cc2ccccc2o1)CC1CCOCC1
  7	5	0	0.1	0	-8	-12	4
O=C(N1CCOCC1)N1CCN(C(c2ccccc2)c2ccccc2)CC1
  3	12	0	-2.5	5	7	-2	0
CCC(=O)Nc1c(C(=O)N2CCN(c3ccccn3)CC2)cnn1-c1ccc(Cl)cc1
  1	8	-3	-1.6	-4	7	-1	-4
C[C@@H](NC(=O)OC(C)(C)C)c1nnc(S(=O)(=O)Cc2ccccc2)o1
  -5	39	0	/	/	7	-2	/
CCO[C@H]1OC(C(=O)N2CCN(Cc3ccc4c(c3)OCO4)CC2)=C[C@@H](c2ccccc2)[C@@H]1CCCO
  5	17	1	0.5	5	26	5	0
COc1cc(SC)ccc1C(=O)Nc1ccc(Cl)cn1
  -2	-9	2	0.9	27	-21	-3	4
CC(=O)Nc1ccc(NC(=O)CCCSc2nc3ccccc3[nH]2)cc1
  5	6	-2	0.3	-4	-4	-11	-4
Cc1nc2ccc(NC(=O)CCS(=O)(=O)c3ccccc3)cc2s1
  1	-10	-1	3.5	-3	-44	-6	0
O=C(NCCN1CCCCC1)c1cc(OCC(F)(F)F)ccc1OCC(F)(F)F
  0	-5	0	1.1	8	6	-1	-7
CCc1ccc(C(O)(CC(C)C)C(CN2CCOCC2)c2ccccc2)cc1 (stereo not given)
  -1	22	1	-0.2	6	6	-5	6
COc1ccc(CC(=O)Nc2cc(=O)n(C)c(=O)n2C)cc1
  0	10	0	-1.6	1	7	-5	1
O=C(CCN1CCN(Cc2ccccc2)CC1)Nc1ccccc1Cl
  -4	2	0	0.3	-9	17	-8	-4
Cc1cc(C)c2nc(C(F)(F)F)nc(NCCCN3CCOCC3)c2c1
  -4	10	-15	-2.9	4	17	-5	-4
O=C(c1ccco1)N1CCN(CC(O)COc2ccc(Br)cc2)CC1 (stereo not given)
  2	2	-1	3.8	51*	18	-2	0
CC1(C)C(=O)N(c2ccccc2Cl)C(=O)c2ccccc21
  3	5	0	-0.1	-9	13	0	-2
CC(C)CC(=O)N1CCN(Cc2ccccc2Br)CC1
  -3	-21	0	0.5	1	6	-4	-12
Cc1cc(OCC(=O)N2CCC[C@@H]2C(=O)O)c2c(C)c(C)c(=O)oc2c1
  3	9	0	-0.1	0	4	31	-3
Cc1ccc(CC2CC(=O)N(CC(=O)O)C2=O)cc1 (stereo not given)
  -1	3	-1	0.6	-9	1	-4	2
CN1CCN(C(=O)c2ccc(-c3cccs3)s2)CC1
  -4	7	9	1.6	36	-47	-7	-6
Cc1ccc2c(CSc3nnc(N)s3)cc(=O)oc2c1
  -5	-7	0	4.5	0	-36	-6	-7
CCOc1ccc(NC(=O)CN(C)C(=O)/C=C/c2ccco2)cc1OCC
  -1	-1	2	-1.1	-10	-9	-5	-3
COc1cc(-c2nnc(-c3ccc(N4CCOCC4)cc3)o2)cc(OC)c1OC
  0	3	0	0.8	-3	2	-5	5
O=C(O)c1ccc2c(c1)c1c3n2CCNC3CCC1 (stereo not given)
  0	4	2	0.5	-19	-26	1	1
COc1ccc(C(=O)CC(=O)C(=O)Nc2ccc(OC)c(Cl)c2)cc1
  -7	15	-4	3.1	-8	2	-5	9
COC(=O)C(CCSC)NC(=O)c1cc2c(n(-c3ccccc3)c1=O)CC(C)(C)CC2=O (stereo not given)
  -3	-24	-4	0.7	0	7	-6	-1
CCc1nnc(SCC(=O)Nc2ccc(NC(C)=O)cc2)n1-n1cccc1
  10	4	18*	-1.4	-6	28	4	4
CCN1CCN(C(CNS(=O)(=O)c2ccc(OC)cc2)c2cccnc2)CC1 (stereo not given)
  2	13	1	-0.8	2	12	5	3
O=C1CS/C(=N/N=C/c2ccccc2OS(=O)(=O)c2ccccc2)N1
  3	13	-4	5.2	-7	19	-10	9
O=C(O)CCc1ccc(S(=O)(=O)Nc2ccccc2N2CCCCC2)cc1
  -2	-9	0	-0.1	-7	-3	-5	-13
COc1ccc(CCNC(=O)C(NS(=O)(=O)c2cccc3nsnc23)C(C)C)cc1OC (stereo not given)
  0	-7	-3	-0.4	-15	7	2	3
COc1ccc(/C=N/N=C2/NC(=O)C(CC(=O)NC(C)C)S2)cc1 (stereo not given)
  -3	8	1	0.5	1	-5	-3	4
CN(C)CCNC(=O)c1cccc2nc3cccc(F)c3nc12
  /	18	1	0.0	5	22	/	4
Cn1c(COc2ccccc2)nnc1SCCSc1nnc(COc2ccccc2)n1C
  -5	3	-11	0.7	5	7	-3	-1
CN(C)S(=O)(=O)c1cc(NC(=O)CN2CCN(c3ccc(O)cc3)CC2)ccc1Cl
  -2	-2	1	-1.3	-9	3	58*	-10
COc1ccc(/C=C2/N=C3CCCCCN3C2=O)cc1OC
  3	1	1	-0.6	-1	30	1	-2
CCOCCCNC(=O)CS(=O)(=O)Cc1nc(-c2cccc(OC)c2)oc1C
  -4	34	-3	-0.4	4	0	-6	-3
O=C(OCC(=O)c1ccc(Cl)s1)c1ccccn1
  0	17	-2	1.4	0	2	3	-3
Cc1cccc(C)c1NC(=O)C(=O)NCCc1c[nH]c2ccccc12
  -5	5	-1	1.3	6	9	-3	-3
CCOc1ccc(Cn2c(=O)sc3ccccc32)cc1OC
  -6	1	2	9.4	9	-4	-8	-8
Cc1nn(-c2ccccc2)cc1/C=N/NC(N)=S
  -5	6	-5	0.0	-4	-11	-13	-10
O=C(COC(=O)c1ccccc1[N+](=O)[O-])c1ccc(C2CCCCC2)cc1
  2	0	1	-2.0	17	15	0	-1
COc1ccccc1-c1nc(S(=O)(=O)c2ccccc2)c(N2CCCCC2)o1
  -6	6	-2	-2.3	7	12	-12	2
CC(C)CCn1c(CN2CC(C)OC(C)C2)nc2c1c(=O)n(C)c(=O)n2C (stereo not given)
  -2	-2	2	0.1	-4	8	-4	0
Cc1ccc(C(=O)Nc2ccc(OCc3ccccc3)cc2)cc1[N+](=O)[O-]
  -5	6	28*	2.0	-1	-5	-5	1
N#Cc1ccsc1NC(=O)CN1CCN(S(=O)(=O)c2cc(Cl)ccc2Cl)CC1
  41*	14	-111	0.6	5	2	-5	8
CCOc1ccc(CC(=O)OCc2cc(=O)n3cc(Br)ccc3n2)cc1
  4	10	1	-0.6	2	10	0	-6
NC(=O)CSc1nnnn1-c1cccc(Cl)c1
  -5	-2	0	-0.6	-7	-4	-5	-1
COc1cccc(-n2c(SCC(=O)N3CCc4ccccc43)nnc2-c2c[nH]c3ccccc23)c1
  1	3	1	-0.7	4	5	-5	2
COc1ccc(CCN(C)C(=O)c2c(C)noc2C)cc1OC
  1	1	-1	-0.9	9	-12	-1	-2
COc1ccc(N(CC(=O)Nc2ccc(Cc3ccncc3)cc2)S(=O)(=O)c2ccccc2)cc1
  -6	16	-9	0.8	2	27	-9	10
Cc1nnsc1C(=O)N(Cc1ccccc1)C(C)C
  -2	11	1	0.6	-11	6	-3	2
O=C(Nc1ccccc1)NC1CCS(=O)(=O)C1 (stereo not given)
  4	11	1	-2.0	-8	-16	-2	-16
O=C(Cn1nnc(-c2ccccc2)n1)N/N=C/c1cc([N+](=O)[O-])ccc1O
  0	27	7	4.0	55*	7	-2	10
COc1ccc(CNC(=O)c2cccc(N(C)C)c2)cc1
  -2	7	1	-1.4	0	6	-8	6
O=C(Nc1ccc2c(c1)OCCO2)C1c2ccccc2C(=O)N2CCc3ccccc3C12 (stereo not given)
  5	3	0	-3.7	0	6	-1	6
CCn1ccc(C(=O)NCCCN2CCCC2=O)n1
  6	-6	1	0.1	6	32	6	2
CC(=O)Nc1ccc(S(=O)(=O)NCC2CCC(C(=O)N3CCCCC3)CC2)cc1 (stereo not given)
  -1	4	2	-0.6	7	4	-3	-1

Further compounds
Fields: APOBEC3A inh	CCR6 antag	NR3A LBD binder	MPTP block	EBI2 block	Gli-Sufu block	A3G deaminase	CXCR6 inh
CCOc1ccccc1C(=O)OCC(=O)Nc1cccc(S(=O)(=O)NC2=NCCCCC2)c1
  /	4	0	-0.1	-4	0	/	-7
CCN(c1cccc(C)c1)S(=O)(=O)c1cc(CN2C(=O)c3cccnc3C2=O)ccc1OC
  -1	19	0	1.2	-2	-13	-3	5
Cn1c(CC(=O)Nc2ccccc2)nnc1SCC(=O)Nc1ccc(N2CCOCC2)cc1
  -7	-3	2	-1.5	7	-15	-6	0
CCCC(=O)Nc1ccc(C(=O)N/N=C/c2ccc[nH]2)cc1
  0	1	0	-1.4	-4	-13	-3	-3
COCCNC(=O)c1noc2c1CCc1cc(OC)ccc1-2
  -2	0	1	1.1	-3	-63	-4	-2
CCCC(=O)NC(=S)Nc1cccc(-c2nc3ncccc3o2)c1
  -1	29	1	-0.7	6	-3	-1	3
Nc1nc(SCc2ccc([N+](=O)[O-])cc2)c2ncn(C3OC(CO)C(O)C3O)c2n1 (stereo not given)
  -7	3	1	-0.8	-6	4	-11	-7
CN(CC(=O)Nc1ccc(F)cc1)C(=O)Cn1cnc2ccc(Cl)cc2c1=O
  0	-6	-2	5.6	-7	-1	-3	2
COc1cnc(-c2ccccn2)[nH]c1=O
  -1	-6	-2	0.5	-5	-8	-2	-3
O=S(=O)(c1cccc2nonc12)N1CCN(c2ccc(F)cc2)CC1
  -2	6	1	-1.6	2	-2	-5	-4
CCOC(=O)C1=C(COC(=O)CCS(=O)(=O)c2ccc(C)cc2)NC(=O)NC1C (stereo not given)
  -4	-7	0	0.1	-9	-46	14	-4
CCn1c(=NC(=O)CN2C(=O)CCC2=O)sc2c(OC)ccc(OC)c21
  -1	5	1	-1.7	3	7	-8	5
N#Cc1c(/N=C/c2ccco2)sc2c1CCC2
  -19	14	-1	1.4	-10	-23	-4	-2
Cc1noc(C)c1COc1ccc(C(=O)NCC(c2c(F)cccc2Cl)N(C)C)cc1 (stereo not given)
  -1	1	-2	-0.7	-13	11	-9	-7
CCN(CC)S(=O)(=O)c1ccc(C)c(NC(=S)NC2CCCCC2)c1
  -1	17	-1	14	-4	-5	-8	-4
CC(=O)Nc1ccc(OCCOc2ccc(/C=C3\C(=N)N4N=C(C)SC4=NC3=O)cc2)cc1
  -4	11	-6	0.6	-12	/	-2	-2
COc1cc(NC(=O)Nc2ccc(C)cc2)cc([N+](=O)[O-])c1
  -4	16	33*	104*	8	-17	-3	3
c1ccc2sc(N3CCN(Cc4nnnn4CC4CCCO4)CC3)nc2c1 (stereo not given)
  -5	-10	1	-1.0	7	-10	-6	-2
Cc1nc(NCCc2cnc[nH]2)c2oc3ccccc3c2n1
  -5	1	-3	-2.7	3	-2	-9	-4
Cc1ccc(NC(=S)NCc2ccccc2)cc1S(=O)(=O)N1CCCCC1
  2	9	7	75*	25	-5	1	-8
CCCc1nnc(NC(=O)CCC(=O)N2CCN(C3c4ccccc4-c4ccccc43)CC2)s1
  -2	10	-2	0.8	-12	6	-8	-4
CS(=O)(=O)N(CC(=O)NCc1ccco1)Cc1ccc(Cl)cc1
  -7	1	1	-1.6	7	-13	-7	11
Cc1nn(C)c(C)c1/C=C/C(=O)O
  -8	6	1	-2.3	5	-2	-9	-4
